# Screens deposited in PubChem by National Center for Advancing Translational Sciences (NCATS).
# NPC1 promoter act: NPC1 promoter activation; AID 485313; actives 2.4% (n = 320,000); Huh7 NPC1 promoter luciferase reporter, 24 h; Potency, µM (highest dose often 9.22 µM), for inactives: top-dose activation, hits mostly activators;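 further: potency means the concentration at half of the fitted maximal effect; % of control where 0% means no effect; nearly all actives have a fitted effect of over 60% in size; reporter is driven by a mutant NPC1 promoter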
#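 Luminescence from an NPC1 promoter-driven luciferase reporter in stably transfected Huh7 cells was measured after 24 h compound treatment at 37 °C, followed by 10 min ambient incubation with luciferase detection reagent.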
# VP16 counter: counter-screen for ROR gamma inhibitors: Gal4-VP16 reporter; Drosophila S2 Gal4-VP16 UAS-luciferase, luminescence, 20 h; AID 2546; actives 3.5% (n = 310,000); Potency, µM (series often up to 53.6 µM), for inactives: at the top dose activity, negative = inhibition, most hits filed as inhibitors;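 further: Gal4-VP16 expression switched on by copper sulfate through the metallothionein promoter; potency means the concentration at half of the fitted maximal effect; on the % scale 0 is the no-effect control and ±100 the full control effect; nearly all actives have a fitted effect of over 50% in size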
# KCNH2 3.1 block: KCNH2 3.1 (human) potassium channel inhibition; U2OS KCNH2 3.1, thallium flux FluxOr; hits give low values; activity change, % (tested at about 1.8 µM); actives 0.95% (n = 340,000); AID 720553;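 active means maximum activity change below -70%; inconclusive means maximum activity change from -70% to -50%; inactive means maximum activity change above -50%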;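 further: thallium influx rate constant from kinetic fluorescence after stimulation buffer; on the % scale 0 is the no-effect control and ±100 the full control effect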
#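 Channel expression came from 3.1 mutant virus (1.77 x 10^8 /mL) applied to suspended U2OS cells for 4 h. Flux was tracked with FluxOr dye plus Red40 quencher, and kinetic rate constants normalized to controls.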
# Rab9 prom act: Rab9 promoter activation | Potency, µM (titrated, usually from 9.22 µM), for inactives: top-dose activation, negative = inhibition, actives largely listed as activators | Huh7 Rab9 promoter-luciferase reporter, luminescence, 24 h | AID 485297 | actives 2.8% (n = 320,000); further: potency means the concentration at half of the fitted maximal effect; % of control where 0% means no effect; nearly all actives have a fitted effect of over 60% in size
#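 Luciferase signal after 10 min detection reagent at ambient indicates Rab9 promoter upregulation; stably transfected Huh7 cells were treated 24 h with compound in DMSO at 37 °C, 5% CO2.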
# FLuc modulator: firefly luciferase modulation, counter-screen for miR-21 project. purified FLuc, Km substrates, luminescence inhibition. P08659. actives 6.9% (n = 360,000). Potency, µM (highest dose often 57.5 µM), inactives show at the top dose activity change, negative = inhibition, most hits filed as inhibitors;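 further: potency means the concentration at half of the fitted maximal effect; plate controls were vehicle for no effect and reference inhibitor for full effect; nearly all actives have a fitted effect of over 55% in size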
# Target sequence (P08659 whole entry, looked up): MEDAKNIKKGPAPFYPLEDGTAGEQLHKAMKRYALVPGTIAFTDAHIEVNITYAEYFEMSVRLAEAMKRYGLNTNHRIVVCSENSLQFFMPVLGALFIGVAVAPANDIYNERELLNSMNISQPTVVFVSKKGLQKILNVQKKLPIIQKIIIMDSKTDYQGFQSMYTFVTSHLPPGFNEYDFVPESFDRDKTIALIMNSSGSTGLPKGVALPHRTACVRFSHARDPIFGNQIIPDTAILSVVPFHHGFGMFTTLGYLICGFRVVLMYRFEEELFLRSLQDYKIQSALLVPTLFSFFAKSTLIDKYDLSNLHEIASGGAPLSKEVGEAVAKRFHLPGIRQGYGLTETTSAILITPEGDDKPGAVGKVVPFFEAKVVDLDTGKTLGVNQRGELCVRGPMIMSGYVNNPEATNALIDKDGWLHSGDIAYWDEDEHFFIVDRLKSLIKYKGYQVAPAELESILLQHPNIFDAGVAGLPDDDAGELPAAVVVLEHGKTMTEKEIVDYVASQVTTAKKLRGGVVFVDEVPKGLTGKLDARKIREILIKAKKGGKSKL
#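 Biochemical qHTS of compounds, final roughly 60 µM downward over six points, against 10 nM purified firefly luciferase using Km concentrations of substrates (10 uM D-luciferin, 10 uM ATP) in Tris acetate pH 7.5 buffer; luminescence output.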
# ELG1 DNA repair: inhibitors of ELG1-dependent DNA repair in HEK293T cells; HEK293T ELG1-luciferase reporter, luminescence, 16 h; DNA damage induced by 5-fluorouridine; Potency, µM (top dose mostly 46.1 µM), for inactives: top-dose activity change, negative = inhibition, usual class: inhibitors; actives 2.3% (n = 330,000); AID 504467; further: potency means the concentration at half of the fitted maximal effect; on the % scale 0 is the no-effect control and ±100 the full control effect; nearly all actives have a fitted effect of over 55% in size
#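 Luminescence from the luciferase reporter, measured 30 min after ONE-Glo reagent at room temperature, was the read-out. Beforehand, 2,000 cells per well were exposed for 16 hr at 37 °C to 5-fluorouridine together with compound or vehicle.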
# MBNL1 CUG block: inhibitors of human MBNL1 binding to CUG repeat RNA; Q9NR56; TR-FRET MBNL1-His/biotin-(CUG)12 binding, 665/545 ratio; Potency, µM (doses to about 57.5 µM), for the others: top-dose activity change, negative = inhibition, actives largely listed as inhibitors; actives 0.036% (n = 280,000); active means well fitted inhibition curve with a large enough effect in the signal ratio, with a control signal flat, not every such curve was filed as active; inconclusive means small, poorly fitted or top-dose-only effect, or effect the other way, or a change in a side signal; inactive means no such curve, though single readings can be large or run the other way; the % refers to the signal ratio; further: potency means the concentration at half of the fitted maximal effect; on the % scale 0 is the no-effect control and ±100 the full control effect
# Target sequence (Q9NR56 whole entry, looked up): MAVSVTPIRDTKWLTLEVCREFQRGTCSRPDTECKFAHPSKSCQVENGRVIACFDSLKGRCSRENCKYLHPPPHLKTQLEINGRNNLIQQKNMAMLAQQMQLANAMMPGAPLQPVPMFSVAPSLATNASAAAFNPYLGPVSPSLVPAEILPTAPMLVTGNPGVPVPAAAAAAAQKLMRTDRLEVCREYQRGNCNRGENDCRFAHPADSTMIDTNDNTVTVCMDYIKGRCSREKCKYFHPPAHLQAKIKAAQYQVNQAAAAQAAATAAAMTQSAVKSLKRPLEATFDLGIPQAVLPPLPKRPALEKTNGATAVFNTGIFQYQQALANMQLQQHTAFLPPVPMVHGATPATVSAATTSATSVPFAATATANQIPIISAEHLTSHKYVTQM
#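 His-tagged MBNL1 binding to biotinylated (CUG)12 RNA was measured by TR-FRET using terbium anti-His antibody (0.055 ng/ul final) and streptavidin-XL665 (5 nM final). Compounds were titrated 92 nM to 58 uM; 60 min at room temperature.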
# PKM2 act: activators of human pyruvate kinase M2; purified PKM2, Kinase-Glo ATP luminescence, activation; response scale: 0% is enzyme alone, no compound; actives 0.34% (n = 260,000); P14618; Potency, µM (titrated, usually from 57.5 µM), inactives show at the highest dose activation, most hits filed as activators; further: potency means the concentration at half of the fitted maximal effect; on the % scale 0 is the no-effect control and ±100 the full control effect; nearly all actives have a fitted effect of over 55% in size
#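 Purified hPK-M2 (>95%) run at intermediate activity with 0.1 mM ADP and 0.5 mM PEP in 50 mM imidazole pH 7.2, KCl, MgCl2; 1 h room temperature. ATP formed read by Kinase-Glo luminescence; normalized to uninhibited and no-enzyme controls.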
# Menin-MLL TR inh: displaces Texas Red mutant MLL peptide from human menin. O00255. Potency, µM (series often up to 61.6 µM), for inactives: at the highest dose FP activity change, negative = inhibition, usual class: inhibitors. Menin + Texas Red MLL mutant peptide, fluorescence polarization. actives 0.23% (n = 270,000); active means well fitted inhibition curve with a large enough effect in the polarisation, with a control signal flat, not every such curve was filed as active; inconclusive means small, poorly fitted or top-dose-only effect, or effect the other way, or a change in a side signal; inactive means no such curve, though single readings can be large or run the other way; the % refers to the polarisation; further: potency means the concentration at half of the fitted maximal effect; % of control where 0% means no effect; many of its hits are not listed in these tables
# RORgamma inh: inhibitors of mouse ROR gamma transcriptional activity. P51450. Drosophila S2 Gal4-RORgamma UAS-luciferase reporter, 20 h. Potency, µM (doses to about 53.6 µM), for the others: at the highest dose activity change, negative = inhibition, most hits filed as inhibitors. actives 5.4% (n = 310,000); further: potency means the concentration at half of the fitted maximal effect; on the % scale 0 is the no-effect control and ±100 the full control effect; nearly all actives have a fitted effect of over 60% in size
#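 Using a luciferase readout, inhibitors were identified by reduced reporter activity in Drosophila cells coexpressing a copper-inducible Gal4–ROR gamma fusion and UAS-driven Photinus luciferase, incubated 20 hr after 700 uM copper sulfate.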
# Mito fusion act: inhibitors of mitochondrial division or activators of mitochondrial fusion; actives 0.23% (n = 320,000); Potency, µM (titrated, usually from 46.1 µM), for inactives: at the highest dose growth rescue (activation), hits mostly activators; S. cerevisiae fusion-defective mutant growth rescue, CellTiterGlo 48 h;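 further: potency means the concentration at half of the fitted maximal effect; % of control where 0% means no effect; nearly all actives have a fitted effect of over 45% in size; temperature-sensitive fusion mutants such as fzo1-1 at 37 °C on non-fermentable ethanol glycerol medium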
#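 Yeast fusion mutant, YPEG (non-fermentable carbon), compound, 48 h at 37C non-permissive; CellTiterGlo added, 10 min RT, luminescence read. Rescued growth = division inhibition.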
# Starred values were filed as active, the others as inactive; u = inconclusive; x = not tested or not shown; [ ] = remark or other dose. Unless noted, the call rests on the fitted dose curve; in most records, active means well fitted curve in the direction sought with a large enough effect; inconclusive means small, poorly fitted or top-dose-only effect, or another doubt; inactive means no such curve, though single readings can be large; an effect the other way counts as inactive or inconclusive.
smiles	NPC1 promoter act	PKM2 act	ELG1 DNA repair	Mito fusion act	RORgamma inh	VP16 counter	MBNL1 CUG block	FLuc modulator	KCNH2 3.1 block	Menin-MLL TR inh	Rab9 prom act
COC(=O)CCCCC1SCC(NC(=O)c2ccccc2)C1=O (stereo not given)	-3.4%	-23.8%	1.0%	10.1%	-32.0%	u	-3.6%	0.8%	-5.6	12.0%	5.0%
CCN1CCN(c2sc(S(C)(=O)=O)nc2S(=O)(=O)c2ccc(C)cc2)CC1	1.4%	x	u	0.6%	2.1%	21.5%	1.2%	1.4%	5.2	x	-2.2%
COP(=O)(OC)c1nc(-c2ccc(C)cc2)oc1N1CCCCC1	u	x	-6.9%	15.5%	-2.9%	-2.5%	-5.4%	-2.2%	-3.8	u	-15.3%
COCCn1c(SCC(=O)Nc2ccc(S(N)(=O)=O)cc2)nc2ccccc21	-1.6%	-2.3%	-19.2%	-0.3%	13.2%	-0.1%	-1.1%	5.3%	-2.4	5.8%	1.2%
CC(=O)Nc1cccc(OCC(=O)Nc2ccc(F)cc2)c1	13.6%	2.9%	u	3.1%	38.5%	16.7%	-1.3%	u	1.6	-10.1%	20.2%
O=C(CSc1nnc2c(n1)[nH]c1ccc(S(=O)(=O)N3CCOCC3)cc12)Nc1ccc(F)c(F)c1	-3.4%	-10.6%	0.0%	-15.9%	17.7%	-7.8%	103.2%[activator]	u	-2.1	u	4.6%
Cc1cc(NC(=O)c2ccc(F)cc2)no1	u	-0.5%	u	-0.5%	11.3%	9.1%	-12.4%	16.9µM*	-1.5	0.3%	u
COc1ccc(-c2cc(C(=O)Nc3cc(S(=O)(=O)N4CCOCC4)ccc3N3CCOCC3)c3ccccc3n2)cc1	2.3%	-37.3%	4.11µM*	23.2%	-0.9%	3.6%	19.1%	u	-3.6	12.7%	12.8%
Cn1nc(-c2ccccc2)c(C(=O)Nc2ccc(Cl)cc2)c1Cl	-4.6%	-2.1%	-0.3%	-5.7%	-9.2%	1.8%	-21.7%	0.7%	-4.2	x	-0.8%
O=C(c1cc2c(s1)CCCC2)N1CCN(S(=O)(=O)c2ccccc2)CC1	0.7%	x	6.9%	2.7%	x	x	x	-4.9%	15.0	x	-1.9%
Cc1ccc(NC(=O)CCS(=O)(=O)c2cccc3nonc23)c(Br)c1	-0.2%	-0.2%	0.2%	10.0%	-26.0%	-0.4%	u	-3.2%	-14.8	-17.8%	3.1%
COCCNc1ncnc2c1cnn2Cc1ccccc1Cl	0.8%	x	-23.8%	-19.2%	19.0%	4.0%	3.0%	-1.9%	-38.6	21.5%	-3.3%
CSCCC(NC(C)=O)C(=O)Oc1ccc2c3c(c(=O)oc2c1)CCCC3 (stereo not given)	3.5%	7.9%	18.9%	-1.5%	4.6%	-4.9%	8.1%	-2.4%	-0.8	0.1%	1.0%
CSCSC1=C(C#N)C(c2ccccc2Cl)C(C(C)=O)=C(C)N1 (stereo not given)	0.5%	0.7%	1.2%	25.9%	8.8%	0.4%	3.2%	0.5%	0.8	7.8%	4.7%
COc1ccc(NC(=O)CCNC(C)=O)cc1NS(=O)(=O)c1ccc(F)cc1	5.2%	0.1%	12.4%	-0.3%	-5.3%	-21.8%	-2.9%	-0.9%	-11.1	24.6%	1.5%
CC(NC(=O)c1ccco1)C1COc2ccccc2O1 (stereo not given)	-5.5%	-0.6%	u	2.2%	-29.0%	-1.3%	-7.5%	4.9%	25.4	2.4%	-2.6%
Cn1c(=O)c2c(nc(CN3CCN(C(=O)c4ccco4)CC3)n2CC(=O)C(C)(C)C)n(C)c1=O	-2.0%	-9.6%	-7.8%	3.9%	44.4%	-7.6%	0.7%	-1.1%	-4.9	3.3%	2.6%
Cn1cnc([N+](=O)[O-])c1SCCO	1.6%	-1.1%	15.7%	-6.7%	7.6%	-5.7%	0.2%	-3.0%	6.7	x	-4.8%
Cc1cc(NC(=O)c2ccc(Cl)c(S(=O)(=O)N3CCOCC3)c2)no1	-2.9%	16.0%	-11.7%	14.2%	-7.9%	-15.4%	-4.5%	-4.9%	-4.0	4.1%	-6.7%
CCOc1ncccc1C(=O)Nc1ccc(Cl)c(S(=O)(=O)N2CCCC2)c1	-8.6%	-1.1%	u	-4.4%	24.0%	-4.6%	u	-1.3%	2.5	1.5%	-0.2%
COc1ccc(/C=C/C(=O)NC(CCSC)C(=O)O)cc1 (stereo not given)	-5.8%	-7.7%	9.3%	-2.6%	2.6%	-3.2%	-0.1%	-14.1%	3.4	-1.9%	2.8%
CCn1cc(C2N3CC4(C)CN2CC(C)(C3)C4=O)c2ccccc21 (stereo not given)	-1.9%	2.2%	-6.0%	-1.5%	1.6%	8.0%	-1.9%	3.7%	-13.6	-1.5%	-1.0%
Cc1ccccc1NC(=O)CCN1CCCC1	-2.4%	-4.7%	3.2%	-0.5%	5.4%	-2.7%	4.1%	1.5%	-3.0	-7.2%	-10.1%
Cc1ccccc1C(=O)NC(=S)NC1CCS(=O)(=O)C1 (stereo not given)	0.3%	-2.9%	1.1%	0.7%	-9.1%	-3.7%	-6.1%	1.3%	3.6	x	5.8%
CC1CCN(C(=O)COC(=O)CNC(=O)c2ccccc2F)CC1	1.5%	x	23.9%	-0.8%	x	x	x	-4.7%	-1.4	x	0.1%
CCC(C)/C(C)=N/NC(=O)c1ccc(COc2ccc(Cl)c(C)c2)cc1 (stereo not given)	10.4%	9.4%	u	-8.6%	u	u	-7.4%	u	-10.4	10.7%	9.4%
O=C(CCC(=O)Nc1ccc(Br)cc1)N/N=C/c1ccc(O)cc1	-4.1%	x	-0.2%	-17.0%	11.6%	1.3%	-2.4%	-2.7%	-5.3	13.1%	1.4%
COc1ccccc1NC(=S)N(Cc1ccc(C)cc1)Cc1ccccn1	1.8%	11.4%	-26.5%	28.6%	18.5%	9.3%	-2.4%	-0.8%	-2.4	1.6%	-1.5%
NC(=O)c1ccc(NC(=O)c2ccc(COc3ccc(F)cc3)o2)cc1	-0.1%	x	6.4%	-1.9%	x	x	x	0.6%	-4.3	x	-5.7%
Cc1c(CCOC(=O)c2ccc([N+](=O)[O-])cc2)sc[n+]1CC(=O)c1ccccc1	0.1%	-3.7%	5.9%	-3.4%	0.0%	6.6%	u	-5.1%	8.1	-11.9%	-1.0%
CCCc1nnc(NC(=O)CCC(=O)NC2CCCC2)s1	-6.6%	x	23.0%	-2.4%	-10.7%	9.4%	-6.4%	-0.1%	-1.3	x	-2.1%
CC1CCCC(C)N1C(=O)COC(=O)c1n[nH]c(=O)c2ccccc12 (stereo not given)	-15.6%	x	6.2%	3.9%	x	x	x	u	18.1	x	5.2%
C=CCOc1ccc2ccccc2c1CNCCCN1CCOCC1	14.5%	0.8%	0.6%	0.0%	7.1%	-6.9%	11.6%	13.8%	19.3	-9.2%	0.3%

# Arranged by length of the SMILES (smallest number first): some entries from above.
smiles	NPC1 promoter act	PKM2 act	ELG1 DNA repair	Mito fusion act	RORgamma inh	VP16 counter	MBNL1 CUG block	FLuc modulator	KCNH2 3.1 block	Menin-MLL TR inh	Rab9 prom act
C=CCOc1ccc2ccccc2c1CNCCCN1CCOCC1	14.5%	0.8%	0.6%	0.0%	7.1%	-6.9%	11.6%	13.8%	19.3	-9.2%	0.3%
CC1CCCC(C)N1C(=O)COC(=O)c1n[nH]c(=O)c2ccccc12 (stereo not given)	-15.6%	x	6.2%	3.9%	x	x	x	u	18.1	x	5.2%
CCC(C)/C(C)=N/NC(=O)c1ccc(COc2ccc(Cl)c(C)c2)cc1 (stereo not given)	10.4%	9.4%	u	-8.6%	u	u	-7.4%	u	-10.4	10.7%	9.4%

# A portion of the library. The share of hits here may be higher or lower than overall.
